CHO parental Ca: counter-screen: ATP calcium response change in parental CHO cells; inhibition, % at 5.6 µM; parental CHO-K1, ATP-induced calcium, Fluo-8 fluorescence; 330,000 compounds, 0.63% hits;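 active = inhibition above that plate's mean sample inhibition plus 3 SD, cut at about 26% in these data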;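 note: 0% = ATP-challenged DMSO wells and 100% = DMSO wells without ATP; some compounds past the cut are filed as inactive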
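Material – parental CHO cells · Reagent – ATP stimulus · Compound – single nominal dose of 5.6 µM per compound · Detection – Fluo-8 fluorescence · Read-out basis – percent inhibition of calcium signal · Controls – ATP-challenged DMSO wells low, unchallenged DMSO wells high · Repeats – no replicates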
CHO-K1 Ca antag: M1 antagonist counterscreen hit in parental CHO-K1 cells; ATP-induced calcium, Fluo-8 fluorescence; inhibition, % at 3 µM; 360,000 compounds, 0.6% hits;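 active = inhibition above a per-plate cutoff, the plate's mean sample inhibition plus 3 SD, cut at about 24% in these data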;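 note: 0% = DMSO plus EC80 ATP and 100% = DMSO alone without ATP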
TAAR1 antagonist: human TAAR1 antagonism; CHO RD-HGA16 TAAR1, Fluo-8 calcium fluorescence, antagonist; 360,000 compounds, 1.5% hits; Q96RJ0; AID 624466; inhibition, % at 3 µM;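 active = inhibition above a per-plate cutoff, the mean inhibition of test compounds on that plate plus 3 SD, cut at about 49% in these data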;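 note: 0% = DMSO plus EC80 beta-PEA response and 100% = DMSO alone without agonist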
Target sequence (Q96RJ0 whole entry, looked up): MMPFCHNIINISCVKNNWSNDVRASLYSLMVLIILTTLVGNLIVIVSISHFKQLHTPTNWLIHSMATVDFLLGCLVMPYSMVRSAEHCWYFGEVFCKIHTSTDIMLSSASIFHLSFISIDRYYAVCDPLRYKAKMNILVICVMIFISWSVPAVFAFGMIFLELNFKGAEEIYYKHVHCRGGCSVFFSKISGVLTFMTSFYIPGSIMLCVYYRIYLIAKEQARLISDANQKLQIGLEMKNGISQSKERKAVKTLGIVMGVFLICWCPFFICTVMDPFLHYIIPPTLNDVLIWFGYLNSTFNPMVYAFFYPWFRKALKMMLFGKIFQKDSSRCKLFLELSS
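Material: CHO RD-HGA16 cells bearing hTAAR1; compound dosing: one-point dosing, 3 µM nominal final; schedule: dye loading 75 min at 37 °C, then 30 min room temperature; measured by: calcium fluorescence with Fluo-8; control set: vehicle and agonist controls; replication: n of 1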
CHO-K1 Ca ag: nonselective activator or artifact in parental CHO-K1 cells. Fluo-8 calcium fluorescence; scaled to maximal ATP response, vehicle zero. 360,000 compounds, 0.48% hits. activation, % at 3 µM; in the data active = activation above about 15%;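 note: untransfected CHO-K1 host cells lacking M1 receptor as counterscreen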
TAAR1 ag: human TAAR1 agonism. activation, % at 3 µM. 360,000 compounds, 0.99% hits. AID 624467. CHO RD-HGA16 TAAR1, Fluo-8 calcium fluorescence; vehicle wells 0%, saturating PEA agonist 100%. Q96RJ0;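 active = activation above the mean activation of all test compounds in the run plus 3 SD, cut at about 38% in these data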
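Test system: RD-HGA16 (CHO) cells co-expressing Gα16 and hTAAR1 / Benchmarks: DMSO vehicle as 0%, PEA at EC100 as 100% / Repeats: no replicates (n 1) / Measure: % activation from peak over basal fluorescence ratio, DMSO-to-PEA scaled / Timing: 17-24 h plating, Fluo-8 75 min 37 °C, 30 min RT / Technique: kinetic Fluo-8 calcium fluorescence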
M1 antag: human CHRM1 antagonism | CHO-K1 hM1, Fluo-8 calcium fluorescence, ACh EC80 antagonist | AID 588852 | inhibition, % at 3 µM | 360,000 compounds, 1.3% hits | P11229;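 active = percent inhibition above its own plate's cutoff, namely the mean of that plate's compound wells plus 3 SD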;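 note: peak over basal fluorescence ratio during 140 s after agonist addition; 0% = ACh EC80 plus DMSO and 100% = DMSO alone without agonist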
Target sequence (P11229 whole entry, looked up): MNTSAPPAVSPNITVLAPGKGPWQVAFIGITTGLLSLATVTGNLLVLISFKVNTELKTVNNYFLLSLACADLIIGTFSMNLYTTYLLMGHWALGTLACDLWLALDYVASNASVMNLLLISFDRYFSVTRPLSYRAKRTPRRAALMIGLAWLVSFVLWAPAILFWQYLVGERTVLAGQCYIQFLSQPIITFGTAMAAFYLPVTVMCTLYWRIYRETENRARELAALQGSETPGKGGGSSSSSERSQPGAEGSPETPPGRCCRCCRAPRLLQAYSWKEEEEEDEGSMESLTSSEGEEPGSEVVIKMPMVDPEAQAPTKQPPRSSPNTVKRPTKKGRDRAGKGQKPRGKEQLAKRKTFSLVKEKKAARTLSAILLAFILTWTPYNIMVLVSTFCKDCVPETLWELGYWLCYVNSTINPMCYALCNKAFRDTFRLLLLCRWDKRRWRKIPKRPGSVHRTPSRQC
M1 PAM parental: M1 PAM counterscreen hit in parental CHO-K1 cells | ATP EC20, Fluo-8 calcium fluorescence; 0% at ATP EC20, 100% at ATP max | activation, % at 3 µM | AID 602247 | 360,000 compounds, 0.02% hits;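 active = activation above the run cutoff, the mean activation of all test compounds plus 3 SD, cut at about 40% in these data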;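 note: peak over basal fluorescence ratio in a 140 s read after ATP addition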
CHRM1 PAM: human CHRM1 positive allosteric modulation; CHO-K1 hM1, Fluo-8 calcium fluorescence, ACh EC20; 0% = ACh EC20, 100% = maximal ACh; activation, % at 3 µM; 360,000 compounds, 0.088% hits; AID 588819; in the data active = activation above about 19%, passing the limit was not always enough
M1 ag: human M1 muscarinic receptor agonism | AID 588814 | CHO-K1 hM1, Fluo-8 calcium fluorescence, agonist mode; 0% DMSO, 100% acetylcholine EC100 | activation, % at 3 µM | 360,000 compounds, 0.33% hits | P11229;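 active = activation above the run's mean compound activation plus 3 SD, cut at about 16% in these data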;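 note: peak over basal fluorescence ratio within a 140 s kinetic read after compound addition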
* hit, by the source's call; x = not tested or not shown.

canonical_smiles,CHO parental Ca,CHO-K1 Ca antag,TAAR1 antagonist,CHO-K1 Ca ag,TAAR1 ag,M1 antag,M1 PAM parental,CHRM1 PAM,M1 ag
C[C@@H]1CN([C@H](C)CO)S(=O)(=O)c2ccc(Br)cc2O[C@H]1CN(C)S(C)(=O)=O,x,3.3,-9.2,-0.4,4.4,-7.2,5.9,-0.1,2.3
O=C(Nc1c(Br)cc2c(c1Br)Cc1cc([N+](=O)[O-])ccc1-2)C(Cl)Cl,x,-16.0,7.8,0.3,4.1,-4.8,10.5,-1.8,-4.2
O=C(CSc1nc(=O)n2ccccc2n1)N1N=C(c2cccs2)CC1c1ccc(F)cc1 (stereo not given),-16.1,-10.7,0.8,0.3,3.2,-7.1,5.1,-2.0,-7.8
COc1ccc(Cl)cc1-c1nc(N)nc(N(C)C)n1,-6.6,-3.3,-7.3,0.2,4.4,-8.2,7.8,4.8,-4.7
COc1ccc(C(=O)N2CCN(c3ncccn3)CC2)cc1S(=O)(=O)N1CCOCC1,-6.0,-17.7,-5.1,0.7,1.3,-11.1,22.1,11.9,-3.5
CC(=O)c1ccc(NC(=S)NCCc2cccc(Cl)c2)cc1,21.9,6.0,45.7,15.3*,24.4,30.2,-15.5,-13.9,15.1
Cc1ccc(CNC(=O)Cn2ccc3ccccc3c2=O)o1,-6.4,-14.2,13.0,2.2,12.8,-18.7,19.5,3.5,-1.4
Oc1c(Cl)cc(Cl)cc1C=Nc1ccc(Br)cc1,4.1,10.7,-24.5,-0.1,0.2,-9.2,-4.8,4.8,-1.9
O=C(C1CCCO1)N1CCN(S(=O)(=O)c2ccc(Cl)cc2)CC1 (stereo not given),-2.9,19.4,-4.3,6.4,2.9,19.9,-2.2,-5.0,-0.3
Cc1ccc2cccc(OC(=O)/C=C\c3ccccc3)c2n1,-13.1,-16.8,-0.1,0.1,8.1,-15.7,18.3,12.5,3.5
O=C(COC(=O)C1CC2CCCC(C1)C2=O)NNC(=O)c1ccccc1F (stereo not given),13.3,2.1,-4.5,-0.1,4.2,11.2,-16.0,-1.9,-0.7
Cn1c(=O)n(C)c2cc(NC(=O)Cc3ccccc3[N+](=O)[O-])ccc21,5.3,-1.8,9.4,0.2,1.4,-6.2,-6.3,0.9,-2.8
CC1(C(=O)NS(=O)(=O)c2cccc(Cl)c2)CCN1C(=O)c1cccc(F)c1 (stereo not given),x,-2.4,-17.9,-0.2,0.6,-6.0,15.2,8.2,-2.3
COC(=O)c1ccc(C(=O)OC)c(NC(=O)CN2CCN(c3ccccc3OC)CC2)c1,-12.2,-17.1,51.9*,3.6,7.9,6.8,12.8,-5.1,-2.7
CC(C)NC(=O)COc1ccc(S(=O)(=O)N2CCOCC2)cc1,-4.8,-1.6,12.3,0.3,3.7,7.3,19.2,-5.2,-2.5
C/C(=N\N1CCCCC1)c1ccccc1O,2.8,1.0,-15.1,0.4,2.9,6.0,15.8,5.2,22.0*
COc1ccc(C(=O)Nc2ccc3oc(-c4cccnc4)nc3c2)cc1OC,-15.0,-17.7,7.2,0.6,7.2,-6.4,19.9,6.2,-3.0
O=C(N/N=C/c1ccc(Br)cc1)c1ccc(NC(=O)c2ccccc2)cc1,x,-2.5,-0.4,0.3,5.4,-5.1,10.8,0.1,-2.6
N#CCC1(O)C(=O)N(Cc2ccccc2)c2ccccc21 (stereo not given),x,-17.0,-5.3,0.5,1.1,x,9.6,x,x
C=CCOc1ccc(CNc2nccs2)cc1,-19.5,-6.9,9.8,0.2,-2.7,-1.4,17.2,2.0,-4.5
COc1ccc(-c2ncc3ccccn23)cc1,-19.3,-3.3,0.3,-0.3,12.0,-7.0,8.5,0.3,-2.1
Cc1ccc(-c2noc(-c3ccccc3C(=O)NCC3CCCO3)n2)cc1 (stereo not given),-23.1,-8.0,4.7,1.8,3.8,-0.9,14.1,1.1,-2.7
Cc1ccc(/C=C2\OC(=O)c3ccccc32)cc1,-19.0,-3.0,7.1,-0.7,10.6,-0.6,-4.8,0.3,-7.8
C=CCn1c(SCC(=O)NC23CC4CC(CC(C4)C2)C3)nc(O)cc1=O,-17.8,5.8,-19.1,0.5,-0.4,1.4,-3.3,4.6,0.0
COc1ccccc1CNC(=O)CN1C(=O)c2ccccc2S1(=O)=O,2.7,-4.1,4.5,0.9,-2.2,17.2,-23.0,-8.9,0.7
N#Cc1c(N)nc(SCC(=O)NC2CCCCC2)c(C#N)c1-c1ccc(Cl)cc1,-13.6,12.3,6.4,0.0,10.8,-9.5,1.0,12.0,1.4
Cn1c(N)c(C(=O)COC(=O)c2ccc(Cl)nc2)c(=O)n(C)c1=O,0.2,7.3,5.4,-0.1,9.3,2.6,-15.5,1.8,-3.1
CCOCCCNC(=O)C1CCN(S(=O)(=O)c2cc(Br)cc3c2N(C(=O)CC)CC3)CC1,-7.7,9.0,-7.2,0.2,-3.8,1.5,-8.6,-0.9,-9.3
O=C(Nc1ccc(-n2cnnn2)cc1)C1CCCN1C(=O)Nc1ccc(Br)cc1 (stereo not given),-12.7,-15.3,-5.7,0.0,0.3,-25.9,20.1,17.3,-2.1
C=COCCn1c(-c2nonc2N)nc2ccccc21,3.4,-2.8,-16.1,0.3,16.5,-4.1,2.7,-5.4,-5.8
COc1cc(-c2nnc(SCC(=O)Nc3cc(C)on3)n2C)cc(OC)c1O,-5.4,-31.5,-0.5,0.7,4.0,-16.1,22.6,8.7,-0.7
Cc1cccc(CCNC(=O)C2CCC(=O)N2Cc2ccc(F)cc2)c1 (stereo not given),-13.7,-4.4,2.7,0.4,23.3,-5.5,18.3,5.5,-3.8
COc1ccc(N2c3ccccc3CN(Cc3ccccc3)CC2Cc2cc(OC)c(OC)c(OC)c2)cc1 (stereo not given),x,-12.8,-29.9,0.2,-1.4,-5.3,11.7,0.5,-5.5
Nc1nc(=S)ss1,x,0.6,-21.4,-0.1,4.3,-8.3,-11.3,10.3,4.5
Cc1nn(C)cc1S(=O)(=O)N1CCN(c2cccc(Cl)c2)CC1,-14.7,-19.9,-5.0,0.9,1.5,-5.0,-3.0,5.2,-5.0
COc1cc(/C=C2/C(=N)N3C(=NC2=O)SN=C3S(C)(=O)=O)ccc1OC(=O)c1ccco1,-1.2,-9.6,-23.7,0.5,1.8,-0.8,9.2,1.2,-0.5
Cc1ccc(C)c(N2CCN(C(=O)Cn3ncc4c([nH]c5ccc(C)cc54)c3=O)CC2)c1,9.5,3.7,-11.3,-0.2,4.0,-3.1,10.7,8.4,-0.8
CC(C)c1ccc(NC(=O)N2CCC(c3nc4ccccc4o3)CC2)cc1,-24.0,-8.3,x,2.0,x,8.5,-11.9,-5.6,-7.2
COc1ccccc1CNC(=O)c1ccc(OCC2CCCO2)cc1 (stereo not given),-16.9,9.7,-15.1,0.5,3.0,13.8,-12.9,-8.0,-1.6
CC(Sc1nnc(-c2ccccc2F)o1)C(=O)Nc1ccc(N2CCOCC2)cc1 (stereo not given),x,-3.0,0.1,0.9,0.3,-11.4,10.6,11.9,-0.4
O=C(C1=C[C@H](c2ccc3c(c2)OCO3)C[C@H](OCc2ccc(CO)cc2)O1)N1CCCCCCC1,-16.8,0.2,7.5,-0.4,4.1,9.1,0.5,0.7,-3.6
O=C(CN1CCN(c2ccccc2O)CC1)Nc1ccc([N+](=O)[O-])cc1Br,12.4,5.5,34.5,-0.7,1.9,1.0,2.1,5.6,-1.2
CC(=O)c1c(C)[nH]c(C(=O)N(C)C(c2ccccc2)c2ccccc2)c1C,-22.8,-8.4,-8.0,3.0,9.0,-5.4,17.5,6.9,-6.6
COc1ccc(OCCCN2CCc3ccccc3C2)cc1,-10.7,12.4,-16.4,-0.2,5.9,-0.8,-10.4,2.9,-8.8
Cc1ccc(N(CC#N)C(=O)CS(=O)(=O)c2cccc([N+](=O)[O-])c2)cc1,-3.7,-6.4,-8.0,5.8,-3.2,-8.7,2.4,8.5,-4.2
Cc1cccc(C)c1NC(=O)c1ccc([N+](=O)[O-])s1,-4.7,-7.0,-9.6,1.4,4.1,-11.1,19.8,3.8,-4.5
O=C(CN1CCCC1)NC(=O)NC1CCCC1,3.0,-1.2,2.9,0.6,5.5,-16.4,1.3,10.3,-3.9
COc1ccc(Nc2nnc(C)c(=O)[nH]2)cc1,-8.3,-8.8,23.2,-0.1,15.9,0.8,9.1,1.4,-3.7
COC(=O)CN1C(=O)C2(C(C#N)=C(N)Oc3c2c(C)nn3-c2ccccc2)c2ccccc21 (stereo not given),-6.6,-8.8,-14.1,3.6,32.3,-4.6,4.7,2.9,1.5
CCCc1cc(=O)[nH]c(SCC(=O)Nc2cc(S(=O)(=O)N3CCCCC3)ccc2Cl)n1,x,-7.4,12.8,-0.8,0.3,10.0,-11.5,-9.7,-8.4
Cc1nn2c(-c3ccncc3)nnc2c2ccccc12,2.8,13.1,6.2,2.6,-2.5,12.4,-1.8,-4.5,-3.4
Cc1ccc2nc(-c3ccc(N4C(=NC(=O)CCC(=O)O)SC5CS(=O)(=O)CC54)cc3)sc2c1 (stereo not given),5.0,-5.9,x,2.3,x,-4.6,17.1,6.3,-5.1
O=S1(=O)CCO[C@H]2Cc3ccccc3[C@H]2N1Cc1ccc(F)cc1,-12.6,-7.5,6.9,-0.4,0.6,0.4,-6.5,-0.2,-3.3
COC(=O)C(CCSC)NC(=O)c1cc2c(n(-c3ccccc3)c1=O)CCCC2=O (stereo not given),-13.3,3.9,-0.6,-0.1,0.3,8.7,-16.4,-3.4,-4.3
Cc1cc2c3c([nH]c2cc1S(=O)(=O)NCCCOC(C)C)CC(C)(C)CC3=O,-12.7,-4.0,-11.8,8.6,0.7,-1.8,9.7,5.6,-2.6
Cc1ccnc2nc(C(=O)OCC(=O)c3ccc(NC(=O)CC(C)C)cc3)nn12,-9.7,-8.5,-12.5,0.5,0.1,-4.2,1.8,4.1,-4.1

An excerpt of these results, with two lines to a compound:
Screens in order: CHO parental Ca, CHO-K1 Ca antag, TAAR1 antagonist, CHO-K1 Ca ag, TAAR1 ag, M1 antag, M1 PAM parental, CHRM1 PAM, M1 ag
> COc1ccccc1CNC(=O)CN1C(=O)c2ccccc2S1(=O)=O
→ 2.7, -4.1, 4.5, 0.9, -2.2, 17.2, -23.0, -8.9, 0.7
> Cc1nn2c(-c3ccncc3)nnc2c2ccccc12
→ 2.8, 13.1, 6.2, 2.6, -2.5, 12.4, -1.8, -4.5, -3.4

Screening data deposited in PubChem by The Scripps Research Institute Molecular Screening Center.
